FBW7 activator: human FBW7 E3 ligase activation, primary screen; AID 1259310; normalized activity (activation), % at 26.1 µM; 650,000 tested, 0.13% active; Q969H0; AlphaScreen FBW7–phospho-cyclin E peptide binding, activator screen; in the data active = normalized activity above about 1.9%;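 note: purified mutant Fbw7 with reduced substrate affinity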
MITF inh: inhibitors of human MITF; 650,000 tested, 0.91% active; AlphaScreen MITF homodimerization, bead proximity signal; inhibition, % at 2.6 µM; in the data active = inhibition above about 50%;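 note: 0% = vehicle wells with protein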
Target sequence (O75030 whole entry, looked up): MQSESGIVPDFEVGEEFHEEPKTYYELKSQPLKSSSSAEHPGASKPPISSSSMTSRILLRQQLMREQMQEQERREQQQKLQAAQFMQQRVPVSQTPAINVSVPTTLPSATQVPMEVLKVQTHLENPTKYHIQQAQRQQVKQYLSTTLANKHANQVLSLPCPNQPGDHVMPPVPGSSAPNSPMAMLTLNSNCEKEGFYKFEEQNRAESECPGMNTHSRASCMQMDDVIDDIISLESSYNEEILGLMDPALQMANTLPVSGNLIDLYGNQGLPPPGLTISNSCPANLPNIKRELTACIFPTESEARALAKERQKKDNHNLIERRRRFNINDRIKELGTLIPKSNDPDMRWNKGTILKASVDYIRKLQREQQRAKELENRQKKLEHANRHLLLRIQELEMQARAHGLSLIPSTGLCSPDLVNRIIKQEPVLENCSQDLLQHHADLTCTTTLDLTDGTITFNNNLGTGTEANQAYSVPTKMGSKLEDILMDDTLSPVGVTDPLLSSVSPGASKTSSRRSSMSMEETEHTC
TEAD-YAP inh: TEAD-YAP interaction inhibition. HEK-TIYL cells, TEAD-Gal4/YAP UAS-luciferase luminescence. inhibition, % at 9.12 µM. 640,000 tested, 1.4% active. AID 1259422; in the data active = inhibition above about 32%;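 note: 0% = median of test compound wells and 100% = reference inhibitor wells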
GPR151 ag: activators of human GPR151 | PathHunter beta-arrestin GPR151 cells, luminescence | activation, % at 11.2 µM | Q8TDV0 | AID 1508602 | 650,000 tested, 1% active; in the data active = activation above about 4.9%;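 note: 0% = median of compound wells and 100% = cells with positive control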
Target sequence (Q8TDV0 whole entry, looked up): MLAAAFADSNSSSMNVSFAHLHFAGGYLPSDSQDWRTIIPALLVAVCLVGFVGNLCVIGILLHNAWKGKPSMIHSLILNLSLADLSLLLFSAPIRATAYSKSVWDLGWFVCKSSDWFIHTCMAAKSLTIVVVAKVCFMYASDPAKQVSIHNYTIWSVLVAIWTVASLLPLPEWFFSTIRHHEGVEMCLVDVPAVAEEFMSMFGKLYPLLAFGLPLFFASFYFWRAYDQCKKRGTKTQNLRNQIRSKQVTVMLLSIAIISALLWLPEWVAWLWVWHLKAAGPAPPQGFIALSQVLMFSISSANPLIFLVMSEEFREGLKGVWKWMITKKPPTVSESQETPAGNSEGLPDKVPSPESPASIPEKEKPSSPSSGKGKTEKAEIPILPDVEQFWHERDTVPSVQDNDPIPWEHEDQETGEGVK
Active calls of the source: *.

SMILES	FBW7 activator	MITF inh	TEAD-YAP inh	GPR151 ag
Cc1[nH]c2ccc(-c3nnc(SCC(N)=O)n3-c3ccc(Br)cc3)cc2c1C	-0.1	3	2	-1.6
CCc1ccc(NC(=O)CSc2nc3ccsc3c(=O)n2CCC(=O)O)cc1	-0.2	0	4	-0.4
CC1=NC(C(F)(F)F)(C(F)(F)F)N=C(N2CCCCC2)O1	-0.1	8	7	-0.4
CCn1cc(C(=O)Nc2ccc(OC)cc2)c(=O)c2ccc(C)nc21	-0.1	11	1	-1.2
O=C(Cc1ccccc1[N+](=O)[O-])OCc1cccc([N+](=O)[O-])c1	-0.2	-1	-2	-0.6
c1ccc(N2CCN(Cc3ccc4c(c3)CN(Cc3nccs3)CCO4)CC2)nc1	0.2	6	18	-1.3
CC(C)Oc1ccc2c(=O)cc(-c3ccccc3)oc2c1	-0.1	0	8	-2.4
Cc1cc(OCC(=O)O)ccc1C(C)C	0.1	5	2	1.2
COc1ccc(OC)c(S(=O)(=O)NCCO)c1	0.1	-9	-1	0.6
CCC(=O)N1CCc2cc(-c3csc(NC(=O)c4ccc(OC)cc4OC)n3)ccc21	0.0	-8	-8	1.5
CC12CC3CC(C)(C1)CC(C(=O)Nc1nn[nH]n1)(C3)C2	0.8	11	7	-0.6
CCN(CC)CCn1c(=S)[nH]c2cc(C(=O)NCCc3ccccc3)ccc2c1=O	-0.1	-5	-53	-1.1
CCOc1ccc(CN2CCC(N3CCC(C(=O)NC(C)C)CC3)CC2)cc1	-0.1	-7	3	2.0
O=S(=O)(NCc1ccc(F)cc1)c1cccc2cnccc12	0.1	14	7	-0.9
c1cnc(N2CCC(Oc3cccc(-c4cccs4)c3)CC2)nc1	0.0	12	6	-0.5
N#CCSc1nc2cc3c(cc2c(=O)n1CCCC(=O)NCc1ccc2c(c1)OCO2)OCO3	0.0	12	1	0.8
O=C(CCCn1c(SCc2cccc(F)c2)nc2ccccc2c1=O)NCc1cccc(Cl)c1	0.1	-2	-6	-1.1
COc1ccc(C2Nc3ccccc3NC3=C2C(=O)CC(C)(C)C3)cc1OCc1ccccc1 (stereo unspecified)	1.1	23	4	0.6
O=S(=O)(Nc1ccc(O)c(Sc2nc3ccccc3s2)c1)c1ccc(Cl)cc1	0.2	4	-8	1.9
CC(Sc1nc2sc3c(c2c(=O)n1C)CCCC3)C(N)=O (stereo unspecified)	-0.1	11	3	0.3
CCCCN(C)C(=O)c1noc2c1COc1ccccc1-2	1.0	-5	-62	-1.7
CCOc1ccc(-c2nc(SCc3ccc(C(=O)OC)o3)n[nH]2)cc1	0.7	-3	-20	-1.1
CCOc1ccc(-n2c(Cc3cc(=O)[nH]c(=O)[nH]3)nnc2SC)cc1	-0.4	12	-38	1.1
CC(=O)N(CCCN(C)C)c1nc2c(C)cccc2s1	0.1	-4	-3	1.8
c1ccc(CNc2ccnc(Nc3ccccc3)n2)cc1	-0.1	12	-16	0.0
CCOC(=O)C1C(=O)C=C(c2cccs2)CC1c1ccc(OCC)cc1 (stereo unspecified)	-0.2	-5	-5	0.0
CC1(C)O/C(=C/C#N)C(C)(C)O1	-0.1	-2	3	1.9
Cc1sc(NC(=O)c2cc3cc(Br)ccc3oc2=O)nc1-c1ccc(Cl)cc1	0.3	6	7	1.7
COc1ccc(N=c2oc3ccc4ccccc4c3cc2-c2nc(-c3ccc(Br)cc3)cs2)cc1	0.0	-7	-8	0.0
CC(C)CN1CCN(Cc2cccn2-c2ncccn2)CC1CCO (stereo unspecified)	0.0	1	7	-0.4
O=C(Nc1cccc(-c2nc3ccccc3[nH]2)c1)c1ccc(S(=O)(=O)N2CCCC2)cc1	0.0	7	-4	0.8
CCC(=O)Nc1ccc2oc(-c3ccc(Br)c(C)c3)nc2c1	0.0	8	-26	-3.8
CC(C)NC(=O)NC(=O)COc1ccccc1C#N	0.0	-5	-35	-0.8
NNc1nnc(Cc2ccccc2)c(=O)[nH]1	-0.4	29	3	-0.5
Cc1ccc2nc(N3N=C(c4ccc(Br)cc4)CC3c3ccc(F)cc3)nc(-c3ccccc3)c2c1 (stereo unspecified)	0.1	5	-5	-0.1
C#CCOC(=O)/C(=C/C=C/c1ccccc1)NC(=O)c1ccccc1	0.4	16	9	-1.7

Next part (6 carried over from the part before).
SMILES	FBW7 activator	MITF inh	TEAD-YAP inh	GPR151 ag
O=C(Nc1cccc(-c2nc3ccccc3[nH]2)c1)c1ccc(S(=O)(=O)N2CCCC2)cc1	0.0	7	-4	0.8
CCC(=O)Nc1ccc2oc(-c3ccc(Br)c(C)c3)nc2c1	0.0	8	-26	-3.8
CC(C)NC(=O)NC(=O)COc1ccccc1C#N	0.0	-5	-35	-0.8
NNc1nnc(Cc2ccccc2)c(=O)[nH]1	-0.4	29	3	-0.5
Cc1ccc2nc(N3N=C(c4ccc(Br)cc4)CC3c3ccc(F)cc3)nc(-c3ccccc3)c2c1 (stereo unspecified)	0.1	5	-5	-0.1
C#CCOC(=O)/C(=C/C=C/c1ccccc1)NC(=O)c1ccccc1	0.4	16	9	-1.7
CCN(Cc1ccccc1)C(=O)CC1C(=O)NCCN1Cc1ccc(C)cc1 (stereo unspecified)	0.0	5	5	-1.9
Cc1cc(C(=O)N/N=C/c2cc([N+](=O)[O-])ccc2O)n[nH]1	-0.9	59*	9	0.6
COc1ccc2oc(=O)c(C(=O)Nc3ccc(C)cc3[N+](=O)[O-])cc2c1	-0.1	-11	2	-1.4
Cc1cc(C(=O)Nc2ccccc2C(=O)O)ccc1NC(=O)C(C)(C)C	0.0	16	12	-2.4
CNS(=O)(=O)c1ccc2c(S(=O)(=O)NC)c(OC)ccc2c1	0.1	-10	6	0.5
COc1cccc(NC(=O)CN2C(=O)/C(=C/c3ccc(OC)c(OC)c3)SC2=S)c1	0.0	-12	-3	-1.3
O=C(CSc1n[nH]c(=O)n1C1CC1)NCc1ccccc1	0.1	7	-4	1.1
COc1ccc(/C=C/C(=O)Nc2ccc(Cl)cc2[N+](=O)[O-])cc1OC	-0.2	6	3	0.8
COc1ccc(CNC(=O)COc2ccc(C(C)(C)C)cc2)cc1	0.2	-6	1	0.3
CSc1ccc(CC2(C)C(=O)Nc3cc(F)ccc32)cc1 (stereo unspecified)	0.0	-3	-1	-1.2
COc1cccc(/C=N/NC(=O)C(C)Oc2ccccc2)c1O (stereo unspecified)	-0.4	5	14	-1.0
CCc1cccc(NC(=O)C2CCCN2S(=O)(=O)c2cccc3cccnc23)c1 (stereo unspecified)	0.1	4	-11	-0.9

Record cards, as listed above. Values in the order: FBW7 activator | MITF inh | TEAD-YAP inh | GPR151 ag
Record of COc1cccc(/C=N/NC(=O)C(C)Oc2ccccc2)c1O (stereo unspecified) → -0.4 | 5 | 14 | -1.0
Record of COc1ccc2oc(=O)c(C(=O)Nc3ccc(C)cc3[N+](=O)[O-])cc2c1 → -0.1 | -11 | 2 | -1.4

(further entries)
SMILES	FBW7 activator	MITF inh	TEAD-YAP inh	GPR151 ag
Oc1oc(-c2cccc3ccccc23)nc1C=Nc1ccc(Cl)cc1Cl	-0.2	-1	5	-1.6
O=C(Nc1cc(C(F)(F)F)ccc1Cl)c1cc2nc(-c3ccco3)cc(C(F)(F)F)n2n1	0.0	1	10	0.0
COc1ccc(-c2noc(CNC(=O)COc3ccc(Br)c(C)c3)n2)cc1	0.7	1	11	-1.2
CCCCOc1ccc(Cl)cc1CSc1nnc(C)n1N	-0.1	4	5	1.2
O=C(COc1ccc2ccccc2c1)OCC(=O)c1ccc(Br)cc1	0.4	9	11	-0.3
CCn1cc(CCC(=O)NCc2ccccc2OC)c2ccccc21	0.0	11	-2	0.8
Cc1c(NS(=O)(=O)c2ccc3oc(=O)ccc3c2)cccc1C(F)(F)F	0.2	13	6	0.1
COc1ccc(-c2[nH]nc3nc(-c4cccc(OC)c4OC)cc(C(=O)O)c23)cc1	0.1	-8	-10	4.5
CC1=CC(=O)C=C(C)C1=NOC(=O)/C=C\c1ccccc1	-0.2	0	-1	-0.9
CCN(C(=O)COC(=O)c1cc(=O)c2ccccc2o1)c1cccc2ccccc12	-0.1	-2	10	1.2
O=C(NCCCn1ccnc1)c1ccc2cncc(-c3cc4ccccc4o3)c2n1	-0.3	-2	46*	-1.2
CC1CCCN(c2nc3c(c(=O)[nH]2)CN(Cc2ccc(F)c(F)c2)CC3)C1 (stereo unspecified)	0.2	8	0	-0.4
C/C(=C\C(=O)ONC(=O)c1ccccc1)NCc1ccccc1	-0.1	-2	-18	-0.3
C=CCn1c(=O)/c(=C/c2ccc(F)cc2)s/c1=C(/C#N)c1nnc2n1CCCCC2	-0.1	0	-8	3.7
O=C(/C=C/c1cccs1)N1CCCC1	0.0	2	-19	-1.1
Nc1cccc(C(=O)Nc2nccs2)c1	-0.2	-2	-22	-2.6
COCCNC(=O)CN1Cc2ccccc2C1=O	-0.1	-7	-5	0.6
CCN(CC)S(=O)(=O)c1ccc(/C=C/C(=O)OCC#N)cc1	0.1	0	12	1.3
CCC(=O)N=c1sc2cc(Cl)ccc2n1CC	0.2	10	3	0.4
C=CCOC(=O)c1cc(-c2ccc(/C=C3/C(=O)N(c4cccc(Cl)c4)N=C3C)o2)ccc1Cl	0.1	9	1	0.2
O=C(CNc1ccccc1)N/N=C/c1cccc(Br)c1	0.0	15	-2	0.6
CC(=O)N1CCN(C2=NC(=O)/C(=C\c3ccccc3)S2)CC1	0.3	7	7	-2.2
COc1ccc2cc(CCNC(=O)COc3ccc(Cl)cc3)c(=O)[nH]c2c1	0.3	13	-7	0.8
COc1ccccc1OCC(=O)Nc1cc(Cl)ccc1O	-0.2	11	-4	-0.1
CC1CCCC(C)N1C(=O)CCN1C(=O)C2C3C=CC(C3)C2C1=O (stereo unspecified)	0.1	10	4	0.8
Cc1cc(OCc2n[nH]c(=S)n2C)ccc1Cl	-0.1	-1	-11	1.7
CSc1ccc(S(=O)(=O)N2CCN(C)CC2)cc1	0.0	-9	2	0.6
O=C(Nc1cccc(C(=O)O)c1)/C(=C\c1ccc([N+](=O)[O-])cc1)NC(=O)c1ccc(Br)cc1	0.1	10	6	-0.4
CN(C)CCNC(=O)c1ccc(Cl)c(Cl)c1	-0.1	16	2	3.5
CCOc1cc(C(=O)Nc2ccc3nn(-c4cccc(Cl)c4)nc3c2)cc(OCC)c1OCC	-0.3	8	-4	-0.6
N#Cc1ccc(N2CCN(C(=O)c3ccc(F)cc3F)CC2)c(F)c1	0.0	9	8	0.7
CC(=O)OCC1Sc2ccccc2NC1=O (stereo unspecified)	0.1	-6	5	1.9
Cc1ccc(S(=O)(=O)NCC(=O)NC2CC2)cc1	1.3	13	-7	-1.0
CC(c1ccccc1)n1cnc2c(cnn2-c2ccccc2)c1=O (stereo unspecified)	0.0	-7	16	-0.2
COc1cc(C(=O)Nc2c3c(nn2-c2cccc(Cl)c2)CSC3)cc(OC)c1OC	0.0	-7	8	1.4
CC(C)CN1C(=O)C(NC(=O)C2CCCCC2)(C(F)(F)F)C2=C1CC(C)(C)CC2=O (stereo unspecified)	0.1	-3	8	1.7
O=C(/C=C/Nc1ccc(F)cc1)c1cccs1	0.0	16	-40	-0.8
Cc1cc2oc(=O)cc(C)c2cc1NC(=O)COc1ccccc1C	0.0	0	6	1.7
Cc1ccc(C(=O)N/C(=C/c2ccc(-c3ccc(Cl)cc3)o2)C(=O)NCc2ccccc2)cc1	0.0	3	-5	-0.8
COc1cc(OC)cc(-c2nnc(NC(=O)c3ccc([N+](=O)[O-])o3)o2)c1	0.1	-14	12	2.1
O=C(NCc1cccnc1)C(Cc1ccccc1)c1ccccc1 (stereo unspecified)	-0.1	-8	-3	-0.7
Cc1ccc2c(c1)-c1c(cnn1CC(=O)N1CCCC1)CO2	-0.1	5	9	-1.8
COc1cccc(-c2noc(COc3cccc(C)c3C)n2)c1	0.0	-8	-5	-1.9
Cc1nn2c(=O)/c(=C/c3ccc(Br)cc3)sc2nc1=O	0.0	15	8	0.0
CCC[C@@H]1NC(=O)[C@H]2CN(S(=O)(=O)c3ccc4ccccc4c3)CCN2C1=O	-0.1	5	-10	0.4
Cc1cccc2cc(C#N)c(NCCNS(=O)(=O)c3ccc(Cl)cc3)nc12	0.2	-2	-2	1.2
COc1ccc(-c2ncc(C(=O)Nc3ccccc3)s2)cn1	0.7	11	-53	-4.7
CC12c3ccccc3C(c3ccccc31)C1C(=O)N(NC(=O)c3cccc(Cl)c3)C(=O)C12 (stereo unspecified)	0.1	14	-6	0.3
O=C(NCc1ccccc1)c1cnc(NCCCN2CCCC2=O)s1	0.0	2	5	3.0
CC[C@@H]1NC(=O)[C@H]2CN(C(=O)c3ccc(Cl)cc3)CCN2C1=O	-0.3	9	6	1.8
CN(c1ccc(C(=O)Nc2ccccc2)cc1)S(=O)(=O)c1ccccc1	0.0	-10	-15	-0.1
Cc1cccc(-c2nc3ccccc3c(=O)n2OC(=O)c2c(F)cccc2F)c1	-0.2	6	-33	-1.0
Oc1c(C(c2ccccn2)N2CCOCC2)cc(Cl)c2cccnc12 (stereo unspecified)	-2.1	46	-2	3.3
COCCn1c(SCc2ccc([N+](=O)[O-])cc2)nnc1-c1ccccc1	-0.2	0	2	0.2
CC(=O)N(C)c1ccc(NC(=O)COc2cc(C)ccc2C)cc1	0.0	-10	-2	1.1
CCCC1SC2=NC(C)=C(C(C)=O)C(c3c(OC)ccc4ccccc34)N2C1=O (stereo unspecified)	0.6	-6	-2	-0.5

Screening results from PubChem.

Not a hit list. About 3.5% of those tested had a hit in this group.
